IMPase Li inh: cell-permeable IMPase inhibitors with lithium potentiation; CHO-M1 cells, IP1 TR-FRET (IP-One), carbachol + lithium; 0.35% of 210,000 active; Potency, µM (highest dose often 59.4 µM), without a hit: top-dose activity, negative = IMPase inhibition, actives largely listed as inhibitors;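 further: IP1 builds up when IMPase is blocked and the TR-FRET signal falls; potency means the concentration at half of the fitted maximal effect; plate controls were basal vehicle for no effect and high inhibitor control for full effect; nearly all actives have a fitted effect of over 50% in size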
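Concentration–response in CHO-M1 cells, lithium-potentiated; 30 min at 37C. IP1 detected by competitive TR-FRET after 10 min lysis at RT. Hill-fitted AC50.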
KinaseGlo FLuc: blocks Kinase-Glo luciferase, a counter-screen artifact; Q27757; Kinase-Glo luciferase, ATP luminescence, 8 min; Potency, µM (top dose mostly 38.3 µM), for inactives: at the top dose activity change, negative = inhibition, actives largely listed as inhibitors; 0.28% of 200,000 active; further: potency means the concentration at half of the fitted maximal effect; on the % scale 0 is the no-effect control and ±100 the full control effect; nearly all actives have a fitted effect of over 60% in size
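Recombinant Kinase-Glo luciferase, 10 uM ATP (linear range), luciferin; imidazole pH 7.2 / KCl / MgCl2 / Tween / BSA buffer; 8 min RT; luminescence.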
LMNA splice mod: LMNA splicing modulation | HeLa LMNA splicing GFP/RFP minigene ratio, 48 h | Potency, µM (titrated, usually from 46.1 µM), for the others: at the highest dose ratio change, negative = inhibition, most hits filed as inhibitors | 0.01% of 200,000 active; active means well fitted inhibition curve with a large enough effect in the signal ratio, with a control signal flat, not every such curve was filed as active; inconclusive means small, poorly fitted or top-dose-only effect, or effect the other way, or a change in a side signal; the % refers to the signal ratio; further: potency means the concentration at half of the fitted maximal effect; on the % scale 0 is the no-effect control and ±100 the full control effect
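S3 HeLa stable clones carrying a lamin A-EGFP splicing minigene plus DsRed2 were seeded at 600 cells/well in Opti-MEM with 2% FBS, pin-dosed and incubated 48 h at 37°C. Acumen cytometry (488 nm) gave the GFP/RFP total-intensity ratio.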
NPSR antagonist: blocks cAMP signaling of the human neuropeptide S receptor | 1% of 220,000 active | Potency, µM (series often up to 38.3 µM), for inactives: at the top dose activity change, negative = inhibition, hits mostly inhibitors | CHO-NPSR cells, cAMP TR-FRET, antagonist mode; further: potency means the concentration at half of the fitted maximal effect; on the % scale 0 is the no-effect control and ±100 the full control effect; nearly all actives have a fitted effect of over 50% in size; many of its hits are not listed in these tables
CBFb-RUNX1 inh: inhibitors of human CBF-beta and RUNX1 interaction. Potency, µM (top dose mostly 59.8 µM), inactives show top-dose activity, negative = inhibition, hits mostly inhibitors. AlphaScreen CBFb-His/RUNX1-biotin binding, biochemical. Q01196+Q13951. 230,000 tested, under 10 active; further: % of control where 0% means no effect
Target sequence (Q01196 whole entry, looked up): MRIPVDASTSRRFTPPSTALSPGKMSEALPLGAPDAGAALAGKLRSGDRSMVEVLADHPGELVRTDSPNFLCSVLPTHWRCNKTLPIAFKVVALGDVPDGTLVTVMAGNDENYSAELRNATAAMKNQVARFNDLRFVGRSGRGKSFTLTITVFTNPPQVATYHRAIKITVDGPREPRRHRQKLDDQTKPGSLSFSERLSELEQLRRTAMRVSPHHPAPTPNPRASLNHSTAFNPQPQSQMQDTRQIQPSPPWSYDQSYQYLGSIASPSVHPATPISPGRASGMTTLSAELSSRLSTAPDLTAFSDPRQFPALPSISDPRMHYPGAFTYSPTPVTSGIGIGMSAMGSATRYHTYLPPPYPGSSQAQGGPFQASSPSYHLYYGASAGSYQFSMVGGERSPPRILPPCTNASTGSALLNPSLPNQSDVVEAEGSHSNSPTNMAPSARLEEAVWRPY
Target sequence (Q13951 whole entry, looked up): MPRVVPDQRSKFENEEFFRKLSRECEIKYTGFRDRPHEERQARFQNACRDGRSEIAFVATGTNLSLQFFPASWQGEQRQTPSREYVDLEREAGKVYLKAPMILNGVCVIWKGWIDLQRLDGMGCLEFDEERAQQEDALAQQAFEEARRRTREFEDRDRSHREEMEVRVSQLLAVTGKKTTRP
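Room-temperature protein-protein interaction test with 30 nM each of His-tagged CBF-beta and biotinylated RUNX1, 15 min with compound, then 90 min with nickel plus streptavidin beads. Signal read in AlphaScreen mode.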
Epigenetic derep: regulators of epigenetic silencing causing reporter derepression in mouse cells; murine LDR cells, GFP reporter derepression, 30 h; Potency, µM (titrated, usually from 53.9 µM), inactives show at the highest dose GFP activation, usual class: activators; 0.2% of 280,000 active; AID 1865; further: potency means the concentration at half of the fitted maximal effect; % of control where 0% means no effect; nearly all actives have a fitted effect of over 60% in size
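GFP-positive cell count by laser-scanning cytometry (objects 20–120 um) after 30 h, 37 C compound exposure of murine LDR cells; reporter is CMV-GFP integrated at a silenced locus, inducible by HDAC or DNMT inhibitors.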
aGal spleen mod: alpha-galactosidase A (human) modulation | P06280 | human spleen homogenate, 4MU-alpha-Gal fluorescence, 40 min | Potency, µM (titrated, usually from 80 µM), for inactives: at the top dose activity change, negative = inhibition, hits mostly inhibitors | 0.008% of 240,000 active;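 further: potency means the concentration at half of the fitted maximal effect; 0% = enzyme with vehicle and -100% = no enzyme basal signal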
Target sequence (P06280 32-429 limits assumed): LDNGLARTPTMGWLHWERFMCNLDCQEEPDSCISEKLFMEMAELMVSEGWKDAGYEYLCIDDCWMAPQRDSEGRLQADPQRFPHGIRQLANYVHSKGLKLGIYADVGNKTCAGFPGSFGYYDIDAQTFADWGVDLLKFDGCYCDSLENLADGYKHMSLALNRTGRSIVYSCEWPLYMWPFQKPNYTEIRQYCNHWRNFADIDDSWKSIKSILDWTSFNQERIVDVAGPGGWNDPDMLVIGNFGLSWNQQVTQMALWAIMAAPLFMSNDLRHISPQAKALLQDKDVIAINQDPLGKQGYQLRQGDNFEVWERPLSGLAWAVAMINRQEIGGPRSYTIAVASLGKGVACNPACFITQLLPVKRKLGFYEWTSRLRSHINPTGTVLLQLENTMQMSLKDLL
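Human spleen homogenate (1 ug) was the enzyme source, with 4-methylumbelliferyl-alpha-D-galactopyranoside (1 mM final) in pH 5.0 citrate buffer with 0.01% Tween-20. Compounds were titrated; after 40 min at 37C, NaOH/glycine stop, 4-MU fluorescence read; AC50 from Hill fits.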
* = called active by the depositor; ? = inconclusive; / = no result given; [ ] = remark or other dose. Unless noted, the call rests on the fitted dose curve; in most records, active means well fitted curve in the direction sought with a large enough effect; inconclusive means small, poorly fitted or top-dose-only effect, or another doubt; inactive means no such curve, though single readings can be large; an effect the other way counts as inactive or inconclusive.

1) COC(=O)C/C=C\[C@@H](C)[C@@H](/C=N\OC[C@@H](C)[C@H](OCc1ccccc1)C(C)C)NS(=O)(=O)c1ccc(C)cc1
2) Cc1cc(/C(N)=N/OC(=O)Nc2ccccc2)no1
3) NS(=O)(=O)c1ccc(-n2cccc2C=O)cc1
4) CC(C)(C)c1cc(CN2CCN(CCC#N)CC2)cc(C(C)(C)C)c1O
5) O=C(c1cccs1)N1CCn2c1nc1ccccc12
6) O=C(c1cc(F)ccc1F)C1CCCN(C(=O)CSc2ccccn2)C1 (configuration not stated)
7) O=S(=O)(NCc1ccccc1Br)c1cccs1
8) O=C(CSc1nnc(-c2cc3ccccc3cc2O)n1Cc1ccco1)c1ccc(F)cc1

Compound,1,2,3,4,5,6,7,8
IMPase Li inh,/,/,0.5%,/,18.0%[38.3 µM],2.9%,3.8%,12.3%[38.3 µM]
KinaseGlo FLuc,/,/,-0.7%,/,?,/,1.1%,6.8%
LMNA splice mod,/,/,0.9%[46 µM],-9.5%,-2.7%,/,-6.7%,?
NPSR antagonist,/,-6.8%,4.5%,10.9%[46.1 µM],10.8%[46.1 µM],6.7%,4.7%[46.1 µM],23.7%[46.1 µM]
CBFb-RUNX1 inh,1.2%[13.1 µM],12.8%,8.0%,0.2%,3.5%,10.6%,2.3%,?
Epigenetic derep,1.1%[10.1 µM],-0.1%,-2.6%,-5.3%,0.0%,-0.2%,-3.4%,0.7%
aGal spleen mod,4.7%[17.5 µM],5.6%,0.3%,-1.2%,0.4%,3.4%,-4.9%,-0.2%

Some entries already given with just aGal spleen mod and Epigenetic derep.
| entry | compound | aGal spleen mod | Epigenetic derep |
| --- | --- | --- | --- |
| 5 | O=C(c1cccs1)N1CCn2c1nc1ccccc12 | 0.4% | 0.0% |
| 6 | O=C(c1cc(F)ccc1F)C1CCCN(C(=O)CSc2ccccn2)C1 (configuration not stated) | 3.4% | -0.2% |
| 7 | O=S(=O)(NCc1ccccc1Br)c1cccs1 | -4.9% | -3.4% |

Additional structures
9) CC(C)CNC(=O)COc1cccc(C(=O)NCc2ccccc2)c1
10) CCOc1ccc(C2=Nn3c(nnc3-c3cccnc3)SC2)cc1
11) CCOc1c(Br)cc(CNc2ncn[nH]2)cc1OC
12) COc1cc(/C=N/N=C(\N)c2nonc2N)cc(OC)c1O
13) COC(=O)c1ccccc1S(=O)(=O)N1CCC(C(=O)OCC(=O)NCC(F)(F)F)CC1
14) CCOC(=O)N1CCN(CC(=O)n2c(C)c(C)c3ccccc32)CC1
15) COc1ccc(CC(=O)N2CCN(C(=O)c3ccco3)CC2)cc1
16) CCN(CC)CCN1C(=O)C(O)=C(C(C)=O)C1c1ccc(OC)c(OC)c1 (configuration not stated)

Compound,9,10,11,12,13,14,15,16
IMPase Li inh,-1.1%,2.8%[38.3 µM],-3.8%,/,2.8%,11.5%[38.3 µM],5.1%[38.3 µM],6.5%[38.3 µM]
KinaseGlo FLuc,-3.2%,-1.4%,-0.9%,/,-1.9%,-2.9%,-1.5%,-5.2%
LMNA splice mod,7.6%,-6.3%,-7.0%,/,-6.8%[46 µM],6.6%,-1.2%,-2.2%
NPSR antagonist,2.4%,16.9%[7.67 µM],-2.6%[46.1 µM],-8.3%,9.4%,-3.4%[46.1 µM],-6.0%[46.1 µM],2.3%[46.1 µM]
CBFb-RUNX1 inh,-6.9%,4.5%,3.1%,3.9%,4.4%,0.3%,7.5%,-2.8%
Epigenetic derep,-3.0%,1.7%,-3.4%,-1.1%,1.6%,-1.0%,0.0%,0.8%
aGal spleen mod,4.0%,5.3%,-6.4%,0.2%,-4.2%,-5.8%,3.8%,-1.5%

17) COC(=O)c1cc(-c2ccc(Br)cc2)n[nH]1
18) C#CCSc1[nH]c(=O)cc(C)c1C#N
19) Cc1cccc(NC(=O)NNS(=O)(=O)c2ccc(F)cc2)c1
20) CCOc1ccc(Br)cc1S(=O)(=O)Nc1cccc(S(=O)(=O)N(C)c2ccccc2)c1
21) COC(=O)c1ccc(CSc2n[nH]c(=S)s2)o1
22) C=CCNC(=S)NNC(=O)c1csc(C)c1CC
23) Cc1cc2c(C)nc(Cc3ccccc3)nc2o1
24) CSc1ccccc1NC(=O)CN(C)CC(=O)Nc1cc(C)ccc1C

Compound,17,18,19,20,21,22,23,24
IMPase Li inh,19.6%[38.3 µM],-6.2%,3.8%,6.1%,6.6%[38.3 µM],17.8%[38.3 µM],20.3%[38.3 µM],12.2%
KinaseGlo FLuc,-2.9%,3.3%,-2.4%,0.5%,-2.6%,1.3%,-5.7%,1.8%
LMNA splice mod,12.3%,/,1.6%,?,-2.1%,5.8%,2.2%,-10.1%
NPSR antagonist,-0.2%[46.1 µM],-9.7%,2.0%,-20.3%,-1.4%[46.1 µM],7.3%[46.1 µM],10.5%[46.1 µM],-2.1%
CBFb-RUNX1 inh,0.4%,-3.2%,-3.2%,-6.6%,-4.5%,0.7%,-1.9%,-6.5%
Epigenetic derep,-1.4%,2.5%,1.1%,-2.0%,0.0%,2.9%,-0.7%,-1.0%
aGal spleen mod,7.2%,3.3%,-11.3%,6.9%,-8.3%,-8.4%,13.1%,-10.2%

25) CCOC(=O)Cn1nc(Cc2ccccc2)c2ccccc2c1=O
26) O=C(CSc1nc(N2CCCCC2)nc(N2CCCCC2)n1)Nc1nccs1
27) CC(C)c1nnc(SCC(=O)NCCC2=CCCCC2)n1N
28) CCn1cc(C(=O)Nc2ccc(F)c(F)c2)cn1
29) Cc1cccc(-c2c3c(=O)n(C)c(=O)n(C)c3cn2CCO)c1
30) Cc1[nH]c(=O)[nH]c(=O)c1S(=O)(=O)N1CCCC(C(=O)N2CCN(c3ccccc3Cl)CC2)C1 (configuration not stated)
31) CCn1cc(Cl)c(C(=O)N2N=C3/C(=C/c4cccs4)CCCC3C2c2cccs2)n1 (configuration not stated)
32) Cc1ccc2[nH]c3c(c2c1)CN(C(=O)CN1CCN(c2ccccc2)CC1)CC3

Compound,25,26,27,28,29,30,31,32
IMPase Li inh,5.2%[38.3 µM],13.4%[38.3 µM],18.1%[38.3 µM],1.1%,-6.7%[38.3 µM],27.3%[38.3 µM],18.1%,1.6%[38.3 µM]
KinaseGlo FLuc,-2.6%,1.0%,17.0%,0.3%,-2.9%,-3.7%,2.2%,0.2%
LMNA splice mod,-17.1%,4.7%,-9.7%,2.6%,4.3%,-1.0%,-4.9%,0.0%
NPSR antagonist,-14.6%[46.1 µM],-20.1%[46.1 µM],-9.2%[46.1 µM],14.6%,-0.8%[46.1 µM],-7.1%[46.1 µM],?,-6.2%[46.1 µM]
CBFb-RUNX1 inh,0.7%,4.9%,6.0%,3.2%,0.9%,0.7%,-0.7%,-0.7%
Epigenetic derep,-1.1%,0.0%,-2.8%,0.9%,1.0%,-1.5%,-1.0%,0.7%
aGal spleen mod,9.0%,-3.6%,4.4%,8.0%,-17.6%,1.2%,-3.0%,1.8%

33) Cc1nc2ncnn2c(C)c1Cc1ccccc1Cl
34) OCC1(CCc2ccccc2)CCN(Cc2ccccc2Cl)CC1
35) CCn1c(SCc2cccc(C(F)(F)F)c2)nnc1-c1ccco1
36) CC(C)NS(=O)(=O)c1ccc(CCC(=O)O)cc1
37) CNCC(O)CN1CCN(c2ccccc2OC)CC1 (configuration not stated)
38) O=C(c1ccc(Cl)cc1)c1cc([N+](=O)[O-])ccc1N1CCOCC1
39) CN(Cc1ccncn1)C(=O)CC1C(=O)NCCN1Cc1cccc(Oc2ccccc2)c1 (configuration not stated)
40) CC(=O)Nc1ccc(NC2=C/C(=N/S(=O)(=O)c3cccs3)c3ccccc3C2=O)cc1

Compound,33,34,35,36,37,38,39,40
IMPase Li inh,-2.5%[38.3 µM],10.4%,23.3%,3.1%[38.3 µM],4.0%,20.0%,4.8%,54.4%[activator]
KinaseGlo FLuc,-3.6%,3.3%,0.8%,2.9%,0.1%,0.6%,0.0%,?
LMNA splice mod,-10.8%,3.7%[46 µM],-5.2%,-5.6%,2.0%[46 µM],-10.6%[46 µM],3.0%[46 µM],/
NPSR antagonist,-2.4%[46.1 µM],24.5%,-26.2%,?,7.4%,-6.4%,6.1%,7.94µM*
CBFb-RUNX1 inh,0.4%,-9.6%,1.6%,6.3%,7.3%,-14.2%,0.2%,/
Epigenetic derep,1.4%,-1.3%,-1.0%,1.0%,-4.1%,3.8%,-1.4%,7.4%
aGal spleen mod,3.5%,0.9%,4.9%,-5.0%,-6.9%,2.8%,-5.7%,-2.6%

41) Cc1cc(C)cc(Oc2ccc(N)cc2)c1
42) Cc1ccc(C(=O)Cn2c(NCCO)nc3ccccc32)cc1
43) Cc1ccc(-c2noc(C3CCN(S(=O)(=O)c4ccc5c(c4)OCCO5)CC3)n2)o1
44) CCCCC(CC(O)COCCC)c1n[nH]c(=S)n1-c1ccccc1 (configuration not stated)
45) CC(C)NS(=O)(=O)c1ccc(OCC(=O)Nc2ccc3c(c2)OCCO3)cc1
46) Cc1nc(CS(=O)(=O)c2ccc(Cl)cc2)sc1C(=O)O
47) Cc1cc(C)n(-c2cccc(CN(C)Cc3nc(-c4cnccn4)no3)c2)n1
48) CC(C(=O)Nc1sc2c(c1C#N)CCCCC2)N1C(=O)c2ccccc2C1=O (configuration not stated)

Compound,41,42,43,44,45,46,47,48
IMPase Li inh,18.1%[38.3 µM],-3.6%[38.3 µM],2.4%[38.3 µM],4.5%,29.6%[38.3 µM],/,5.4%,-4.3%
KinaseGlo FLuc,1.0%,-1.2%,0.2%,0.0%,3.0%,/,0.6%,1.4%
LMNA splice mod,6.0%,0.9%,?,?,2.5%,/,4.2%[46 µM],9.0%
NPSR antagonist,-4.0%[46.1 µM],3.8%[46.1 µM],2.7%[7.67 µM],8.4%,-6.8%[46.1 µM],-8.7%,-0.5%,-6.7%
CBFb-RUNX1 inh,-5.0%,5.9%,-2.6%,9.2%,2.2%,20.5%,7.1%,14.9%
Epigenetic derep,-2.1%,0.0%,0.0%,3.1%,-1.0%,-1.3%,-1.1%,1.0%
aGal spleen mod,-3.0%,4.8%,-0.2%,7.6%,-2.0%,-9.0%,6.6%,4.2%

Source: PubChem BioAssay (National Center for Advancing Translational Sciences (NCATS))

The list is partial; the hit share may differ from the screen's.
